Screening results (PubChem BioAssay)
DENV2 CPE = protects cells from dengue virus 2 cytopathic effect; DENV2-infected cells, cytopathic effect rescue, plate reader; CPE inhibition, % at 9.99 µM; actives 1.7% (n = 350,000); AID 651640; in the data active = CPE inhibition above about 20%, passing the limit was not always enough; inconclusive = no clear call, values can overlap the other calls; tested in BHK-21 cells;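 also: 0% = median of neutral control wells and 100% = median of positive control wells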
RAD54 inh = blocks human RAD54 Holliday junction branch migration. Q92698. FAM/BHQ fluorescence. inhibition, % at 10.4 µM. actives 0.14% (n = 360,000);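 active = mean normalized replicate activity at least 40 and at least half of replicates scoring 40 or more; inconclusive = only one of the two criteria met; inactive = mean below 40 and under half of replicates reaching 40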;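 also: 0% = median of neutral control wells and 100% = median of positive control wells; inhibitors cause a drop in the FAM fluorescence signal; in these data hits start at about 50%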
Target sequence (Q92698 whole entry, looked up): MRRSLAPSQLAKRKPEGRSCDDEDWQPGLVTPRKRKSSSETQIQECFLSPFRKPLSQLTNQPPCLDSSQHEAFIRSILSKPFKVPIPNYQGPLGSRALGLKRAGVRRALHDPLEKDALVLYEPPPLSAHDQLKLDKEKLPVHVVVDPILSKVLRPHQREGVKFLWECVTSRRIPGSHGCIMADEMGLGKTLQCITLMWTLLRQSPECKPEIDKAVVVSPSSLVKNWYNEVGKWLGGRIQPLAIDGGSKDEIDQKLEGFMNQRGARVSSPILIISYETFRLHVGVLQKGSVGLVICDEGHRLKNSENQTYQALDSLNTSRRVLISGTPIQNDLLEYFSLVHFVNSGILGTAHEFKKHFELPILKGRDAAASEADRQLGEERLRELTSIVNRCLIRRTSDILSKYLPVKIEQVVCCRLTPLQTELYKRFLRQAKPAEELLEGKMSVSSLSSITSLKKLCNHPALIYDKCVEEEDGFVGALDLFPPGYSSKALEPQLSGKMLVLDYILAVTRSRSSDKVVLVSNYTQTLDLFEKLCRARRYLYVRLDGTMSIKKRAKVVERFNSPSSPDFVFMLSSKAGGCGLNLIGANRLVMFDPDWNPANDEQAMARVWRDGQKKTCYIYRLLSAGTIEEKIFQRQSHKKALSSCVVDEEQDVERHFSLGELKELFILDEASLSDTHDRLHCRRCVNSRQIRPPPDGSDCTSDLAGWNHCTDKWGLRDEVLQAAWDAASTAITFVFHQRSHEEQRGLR
RAD52 inh = blocks human RAD52 DNA annealing; P43351; recombinant RAD52 DNA annealing, FRET fluorescence; inhibition, % at 18.7 µM; actives 0.46% (n = 360,000); AID 651710;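 active = every replicate showing at least 50% inhibition; inconclusive = mean inhibition at least 50% but not in every replicate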
F508del corr = correctors of CFTR F508del function in bronchial epithelial cells; CFBE cells, YFP halide quenching; stimulated with forskolin plus potentiator P3; % fluorescence drop versus neutral controls; activity (quench increase), % at 7.58 µM; actives 0.36% (n = 350,000);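 active = mean added fluorescence quench of at least 8% versus neutral control, with both replicates also reaching 8%; inconclusive = only one of the mean or replicate conditions met; inactive = mean below 8% and not both replicates reaching 8%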;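 also: cells transiently co-express mutant CFTR-F508del with the halide-sensitive YFP; corrector assay measuring rescue of mutant channel to the surface after 24 h compound exposure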
E-sel inducer = E-selectin induction on HUVECs; AID 686992; P16581; HUVEC E-selectin immunofluorescence imaging; normalized: neutral wells 0, TNF-alpha wells 100; activation, % at 7.58 µM; actives 0.37% (n = 260,000);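 active = mean E-selectin-positive cell signal at least 10% of the positive control, reached in at least 60% of replicates, without over 20% cell loss; inconclusive = no rule given, readout overlaps actives, possibly toxicity-flagged; inactive = the rest, including those meeting only one limit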;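 also: in these data hits start at about 27%; measured in HUVEC primary endothelial cells; signal is the percent of cells scored E-selectin positive by PE staining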
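Assay system: HUVEC, human umbilical vein endothelial cells / Amount: 3,000 HUVEC/well / Controls: TNF-alpha positive control, DMSO neutral control / Compound dosing: single concentration / Medium: EGM-2 over gelatin coat / Evaluation: percent E-selectin-positive cells / Signal: immunofluorescence imaging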
CASP6 VEID inh = caspase-6 (human) enzyme inhibition; inhibition, % at 12.5 µM; P55212; actives 0.53% (n = 350,000); purified caspase-6, Z-VEID-R110 cleavage fluorescence; AID 686996;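 active = mean inhibition across replicates at least about 35%, with every replicate also reaching that limit, limit read from the data; inconclusive = only one of the two criteria met; inactive = neither criterion met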;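 also: 0% = median of neutral control wells and 100% = no fluorescence left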
Target sequence (P55212 24-179 limits assumed): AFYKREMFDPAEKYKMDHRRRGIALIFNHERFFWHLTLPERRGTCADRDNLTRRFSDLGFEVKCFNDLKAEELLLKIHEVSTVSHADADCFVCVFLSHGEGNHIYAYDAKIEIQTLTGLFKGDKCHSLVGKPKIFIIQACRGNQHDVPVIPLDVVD
Target sequence (P55212 194-293 limits assumed): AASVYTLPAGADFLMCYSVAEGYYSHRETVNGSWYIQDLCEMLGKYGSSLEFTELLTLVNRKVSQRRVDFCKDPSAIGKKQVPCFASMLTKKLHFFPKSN
Xi reactivation = activators of X-chromosome reactivation in mouse fibroblasts. AID 743238. actives 0.055% (n = 360,000). activation, % at 7.58 µM. XiGFP mouse fibroblasts, % GFP-positive cells imaging, 3 d; cells co-treated with 5-aza-dC sensitizer; scaled so ellipticine positive control = 100%;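 active = mean normalized replicate activation at least 10% and every replicate at or above 10%; inconclusive = only one of the two criteria met; inactive = mean below 10% and not all replicates reach 10%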;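 also: 0% = median of on-plate neutral control wells and 100% = ellipticine 6 µM median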
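Assay system – SV40-immortalized XiGFP fibroblast cells, line 68-5-11 · Buffer or medium – DMEM supplemented with 5-aza-dC as sensitizing agent · Dosing – one concentration, pinned · Benchmarks – positive control ellipticine, 6 µM final · Times – 3 days compound exposure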
INS-1E GSIS act = primary screen for activators of insulin secretion dependent on glucose, INS-1E cells, GLuc reporter luminescence. INS-1E GLuc reporter insulin secretion, 2-3 h. activation, % at 16.6 µM. actives 0.61% (n = 370,000);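 active = lowest replicate activation of at least 40%, so every replicate reaches that level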;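 also: 0% = median of neutral control wells and 100% = median of IBMX positive control wells; some compounds called inactive have numbers as strong as hits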
* = called active by the depositor; ? = inconclusive; . = not tested or not shown; & = joins results of further samples. Compounds as they come; any-hit rate near 3.7%.

SMILES	DENV2 CPE	RAD54 inh	RAD52 inh	F508del corr	E-sel inducer	CASP6 VEID inh	Xi reactivation	INS-1E GSIS act
CCOC(=O)CC(=O)CSc1nc(-c2cccnc2)ccc1C#N	0	4	-117	0.3	.	5	.	-3
OCCNCC12CC3CC(CC(C3)C1)C2	-4	.	8	-2.3	.	4	-0.1	-12
CO[C@H]1CC[C@@H]2CCOc3ccc(C#N)cc3C(=O)N(C)CCCC(=O)N(C)C[C@@H]1O2	-3	-6	-1	.	0.0	4	0.0	3
COc1ccc(NC(=O)Nc2ccc3c(c2)CC(=O)N([C@@H](C)CO)C[C@@H](C)[C@H](CN(C)Cc2ccc(C(=O)O)cc2)O3)cc1	3	-5	3	-1.8	-2.7	-1	0.3	1
C[C@H]1CN([C@@H](C)CO)C(=O)Cc2cc(NC(=O)Nc3ccc4c(c3)OCO4)ccc2O[C@@H]1CN(C)Cc1ccc(-c2ccccc2)cc1	18	0	-9	2.9	.	4	-0.6	5
CN1CCc2c(sc(NC(=O)Cc3ccc(F)cc3)c2C(N)=O)C1	-6	8	-13	-1.8	.	-2	0.2	-7
CN(C)CCCNC(=O)C[C@H]1C=C[C@H](NC(=O)Cc2cccnc2)[C@H](CO)O1	-3	5	9	0.7	-0.3	2	0.0	-3
COCC(=O)N1CC2(CCN(S(C)(=O)=O)CC2)c2c(n(C)c3cc(OC)ccc23)[C@@H]1CO	6	.	2	-0.7	-0.1	.	0.5	14
Cc1ccc(F)c([C@H]2[C@H]3C=CC[C@@H](C)[C@@H]3C(=O)N2Cc2ccccc2)c1	-5	1	-8	-3.0	.	2	0.3	-22
Cc1ccccc1NC(=S)N(CCN1CCCCCC1)Cc1cccs1	2	.	-74	0.6	.	-5	0.3	0
CN(C(=O)c1cccc(NC(=O)Cc2ccc(NC(=O)C3CCN(C(=O)C4CCCCC4)CC3)cc2)c1)C1CCCC1	10	-1	-46	-0.6	0.3	.	-0.1	-9
CC(=O)N(C)C[C@@H]1Oc2cc(C#CC3(O)CCCC3)ccc2S(=O)(=O)N([C@@H](C)CO)C[C@@H]1C	3	1	4	2.0	-0.4	-6	0.1	9
CC[C@H](C)[C@@H](C(=O)N1CCNCC1)n1cc([C@@H](N)CC(C)C)nn1	10	-2	-5	-1.4	0.1	-8	0.3	.
Cc1noc(C)c1CCC(=O)N1CCCC(CO)(Cc2ccccc2)C1 (centres undefined)	7	3	-2	2.8	.	-2	0.0	-2
COc1ccc(CN2C(=O)c3ccccc3C2OC)cc1 (centres undefined)	6	5	-1	1.2	0.1	1	0.1	.
CCOC(=O)N1CCN(C(c2ccc(C)cc2)c2sc3nc(C)nn3c2O)CC1 (centres undefined)	?	-6	9	-0.3	-2.4	3	0.0	.
CC(C(=O)Nc1ccc(S(=O)(=O)N2CCCC2)cc1)N1CCN(c2ccccc2O)CC1 (centres undefined)	?	-7	-8	2.2	-1.2	1	0.0	-8
CNC[C@H]1OCCCC[C@@H](C)Oc2ccc(NS(=O)(=O)c3ccc(OC)cc3)cc2C(=O)N([C@H](C)CO)C[C@H]1C	-10	1	1	3.7	0.2	0	-0.1	0
CCn1c(NC(=O)c2cccc(Cn3cc(Cl)cn3)c2)nc2ccccc21	-4	-8	-16	-0.3	0.5	-4	0.8	.
CC(C)NC(=O)N(C)C[C@@H]1Oc2ccc(NC(=O)C3CCCCC3)cc2C(=O)N([C@@H](C)CO)C[C@H]1C	0	-4	-12	-0.4	0.4	2	0.2	5
C[C@H](CO)N1C[C@H](C)[C@H](CN(C)C(=O)Nc2ccc(F)cc2)OCCCC[C@H](C)Oc2ccc(NC(=O)Nc3ccc(F)cc3)cc2C1=O	-10	-9	-4	0.6	.	1	0.0	-21
COc1ccc(N=Nc2c(-c3ccc(OC)cc3)[nH]oc2=O)cc1	-3	-10	-180	-6.4	.	3	0.0	1
COc1ccc(S(=O)(=O)N[C@H]2CC[C@H](CC(=O)O)O[C@@H]2CO)cc1	-2	2	-6	0.7	-0.2	-1	0.0	14
Cc1ccccc1OCC(=O)OCC(=O)Nc1cc(S(=O)(=O)N2CCCCC2)ccc1Cl	-10	.	-14	0.7	.	-3	0.0	2
CC1=NCCN1S(=O)(=O)c1cc([N+](=O)[O-])ccc1Cl	3	.	-13	1.0	1.2	-5	0.0	44

Next results
SMILES	DENV2 CPE	RAD54 inh	RAD52 inh	F508del corr	E-sel inducer	CASP6 VEID inh	Xi reactivation	INS-1E GSIS act
O=C(CSc1nccn1Cc1ccccc1)Nc1ccccc1	-7	6	-3	3.4	0.6	-3	-0.1	-6
COc1ccc(C(=O)c2ccc(Br)cc2)c2ccccc12	-7	1	-13	-0.8	6.3	0	0.1	6
O=C1/C(=C/c2cccc([N+](=O)[O-])c2)CSc2ccc(Cl)cc21	-5	.	-4	3.3	1.3	1	0.2	-2
Fc1ccccc1COc1ccc2ccccc2c1CNc1nn[nH]n1	2	-7	-3	1.3	.	-1	0.0	2
O=C(OCc1csc(-c2ccccc2)n1)c1ccccc1O	2	.	-18	-2.7	.	-1	0.3	6
C[C@@H]1CN([C@@H](C)CO)S(=O)(=O)c2ccc(-c3ccc(C(=O)N(C)C)cc3)cc2O[C@@H]1CN(C)Cc1ccc2c(c1)OCO2	14	-6	-7	0.1	-0.2	-1	-0.9	-23
C[C@@H]1CN([C@H](C)CO)S(=O)(=O)c2ccc(-c3cncnc3)cc2O[C@@H]1CN(C)C(=O)C1CC1	.	.	.	1.0	-4.1	.	0.8	3
COc1ccc(CCN(C)C(=O)c2ccc(S(=O)(=O)Nc3ccccc3C)cc2)cc1OC	6	.	-5	1.1	2.4	0	0.0	28
COc1ccc(CNC(=O)CSc2cccc3cccnc23)cc1	4	3	-6	-0.6	-0.3	2	-0.1	1
C[C@@H]1CCCCO[C@H](CN(C)Cc2ccc(C(=O)O)cc2)[C@@H](C)CN([C@H](C)CO)C(=O)c2cc(NC(=O)Nc3ccccc3)ccc2O1	-2	3	9	-0.6	0.0	-1	0.5	53
CSc1nc2nc3c(cc2c(=O)n1-c1ccccc1C)CCCC3	-4	-4	-22	-2.8	1.4	4	0.7	-26
COc1ccc(-c2cc(C(=O)NC(Cc3c[nH]c4ccccc34)C(=O)O)c(C)o2)cc1OC (centres undefined)	-2	.	-13	.	-2.8	51*	0.4	10
O=C(CN1CCN(C2CCCCC2)CC1)Nc1cccc2ccccc12	9	-4	-5	0.3	1.4	-4	0.0	18
O=C(O)/C(=C\c1ccc(Br)cc1)c1ccc(S(=O)(=O)N2CCCCC2)s1	-10	.	-24	0.6	.	34	0.0	0
O=C(Nc1ccc(Cl)c(Cl)c1)N[C@H]1CC[C@@H](CCNC(=O)c2ccc(F)cc2)O[C@@H]1CO	2	0	-34	0.6	-0.1	3	0.2	-33
Cn1nc(C(=O)OCC(=O)Nc2ccc(F)cc2Cl)c2ccccc2c1=O	-6	-4	-6	-0.5	-0.1	-1	0.0	.
C[C@H]1CN([C@@H](C)CO)C(=O)c2ccccc2-c2ccccc2CO[C@@H]1CN(C)S(=O)(=O)c1cccs1	0	-2	8	-2.7	0.0	3	0.1	4
CCNc1nc(NCC)n2c(SCC(=O)Nc3c(C)cccc3C)nnc2n1	-4	.	-9	0.2	.	26	0.2	22
COc1cc(CNCc2ccccn2)ccc1OCc1c(Cl)cccc1Cl	.	-9	1	0.9	.	1	.	-13
O=C(NC1CCCCC1)C1CCC(CNS(=O)(=O)c2cccc3nsnc23)CC1 (centres undefined)	-3	-1	16	-2.3	1.5	2	0.3	.
COc1cccc(-c2ccc(C3[C@H]4CNC[C@@H]3N4Cc3ccc(F)cc3)cc2)c1 (some centres undefined)	-6&-4	.	20&40	-0.6&-5.9	0.1&0.5	4&2	0.2&0.0	-15&6
CO[C@H]1CN(C)C(=O)c2cc(NC(=O)c3cnccn3)ccc2OC[C@H](C)N(C(=O)C2CC2)C[C@H]1C	7	-3	17	-1.2	0.0	2	-0.1	4
CC(C)CC(CO)N1CCN(C(=O)c2ccc(C(C)(C)C)cc2)CCC1=O (centres undefined)	-7	-2	-9	-1.3	-0.1	-1	-0.3	-3
COc1ccccc1Nc1nc(-c2cccnc2)cs1	-11	-3	-9	3.2	.	3	0.2	0
Cc1cccc(-c2nc3ccccc3c(=O)[nH]2)c1	-2	-5	-8	6.0	1.2	1	0.0	.

Carrying on.
SMILES	DENV2 CPE	RAD54 inh	RAD52 inh	F508del corr	E-sel inducer	CASP6 VEID inh	Xi reactivation	INS-1E GSIS act
CCN(CC)P(=O)(c1ccccc1)c1c(C)nc2ccccn12 (centres undefined)	2	.	3	-1.4	.	-1	0.2	12
O=C(N[C@H]1C=C[C@@H](CC(=O)N2CCc3ccccc3C2)O[C@H]1CO)C1CCC1	-2	-2	-1	1.3	-0.1	-6	-0.1	4
CCC1=NN2C(=N)/C(=C\c3cccn3-c3ccc(Cl)cc3)C(=O)N=C2S1	-1	.	-88	1.8	.	0	0.0	0
COc1ccc(N(C(=O)c2ccco2)C(C(=O)NC2CCCC2)c2ccc(C)cc2)c(OC)c1 (centres undefined)	0	1	-5	1.0	.	2	0.1	-22
COc1ccccc1-c1ccc([C@H]2[C@@H](CO)N3CCCCN(C(=O)c4ccncc4)C[C@@H]23)cc1	16	5	-7	-2.5	0.3	1	0.0	1
Cn1cnc(S(=O)(=O)N2C[C@H](O)COC[C@H]3O[C@H](CC(=O)NCc4cc(F)cc(F)c4)CC[C@@H]32)c1	-3	-2	1	1.1	-0.1	-1	0.0	6
N#C[C@@H]1[C@H](c2ccc(C3=CCCCC3)cc2)[C@H](CO)N1C(=O)C1CCOCC1	30*	6	-16	-3.7	-0.3	3	-0.1	1
COc1ccc(NC(=O)N(C)C[C@H]2Oc3c(NC(=O)Nc4ccc(F)cc4)cccc3C(=O)N([C@H](C)CO)C[C@@H]2C)cc1	-9	5	13	-1.2	1.0	1	-0.2	-5
COc1ccc(NC(=O)c2cc(-c3ccc(F)cc3OC(C)C)n[nH]2)c(OC)c1	-11	6	-12	1.0	0.0	-2	0.4	-13
CCCCCC1=CCC/C1=N\NC(=O)c1ccc2c(c1)OCO2	9	.	-4	-4.1	.	-1	-0.2	-9
O=C(CSc1nncn1-c1cccnc1)Nc1ccccc1[N+](=O)[O-]	9	.	-16	4.2	.	0	0.0	7
COc1cc2nc(CN3CCN(S(=O)(=O)c4ccccc4)CC3)[nH]c(=O)c2cc1OC	1	-2	-8	-0.6	.	1	-0.1	17
O=C(c1ccc(-c2ccccc2Cl)s1)N1CCOCC1	12	14	-11	1.5	0.2	5	-0.1	-7
CSc1ccccc1C(=O)C1CCCN(Cc2cnn(-c3ccccc3)c2)C1 (centres undefined)	7	.	-21	6.8	.	-3	0.1	-9
CC(=O)N(C)C[C@@H]1Oc2ncc(C#CC3(O)CCCC3)cc2C(=O)N([C@@H](C)CO)C[C@H]1C	8	0	10	-0.6	0.3	4	0.1	15
